MrgX1 allo act = positive allosteric modulators of MrgX1, primary screen, HEK293 cells, Fluo-4 calcium flux. Mas-related G-protein coupled receptor member X1 (Homo sapiens), Q96LB2. FDSS; stronger effect = higher value. B-score at 10 µM. 0.63% of 310,000 active. AID 588675, 2011;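 active = plate-corrected calcium response at least 3 library SD above typical, normal starting fluorescence, not activating the receptor alone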;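 note: compound read alongside a low EC10 to EC30 dose of BAM8-22 agonist; peak minus trough fluorescence over baseline measured at the second addition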
Target sequence (Q96LB2 whole entry, looked up): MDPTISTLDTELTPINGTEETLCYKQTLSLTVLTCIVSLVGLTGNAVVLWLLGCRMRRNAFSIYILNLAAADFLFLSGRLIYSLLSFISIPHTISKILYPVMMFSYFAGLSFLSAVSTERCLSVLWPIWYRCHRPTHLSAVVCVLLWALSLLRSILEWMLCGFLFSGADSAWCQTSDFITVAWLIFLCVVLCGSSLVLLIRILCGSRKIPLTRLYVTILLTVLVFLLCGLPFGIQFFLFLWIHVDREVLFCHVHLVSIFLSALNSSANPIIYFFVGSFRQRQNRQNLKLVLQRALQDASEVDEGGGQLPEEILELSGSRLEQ
HDAC3 inh = HDAC3 deacetylase inhibitors, primary screen, biochemical, fluorescence, cell-free homogeneous; Histone deacetylase 3 (Homo sapiens), O15379; recombinant HDAC3, fluorogenic peptide/trypsin coupled; inhibition, % at 8.3 µM; 0.15% of 320,000 active; AID 2718, 2010; in the data active = inhibition above about 26%, passing the limit was not always enough
Target sequence (O15379 whole entry, looked up): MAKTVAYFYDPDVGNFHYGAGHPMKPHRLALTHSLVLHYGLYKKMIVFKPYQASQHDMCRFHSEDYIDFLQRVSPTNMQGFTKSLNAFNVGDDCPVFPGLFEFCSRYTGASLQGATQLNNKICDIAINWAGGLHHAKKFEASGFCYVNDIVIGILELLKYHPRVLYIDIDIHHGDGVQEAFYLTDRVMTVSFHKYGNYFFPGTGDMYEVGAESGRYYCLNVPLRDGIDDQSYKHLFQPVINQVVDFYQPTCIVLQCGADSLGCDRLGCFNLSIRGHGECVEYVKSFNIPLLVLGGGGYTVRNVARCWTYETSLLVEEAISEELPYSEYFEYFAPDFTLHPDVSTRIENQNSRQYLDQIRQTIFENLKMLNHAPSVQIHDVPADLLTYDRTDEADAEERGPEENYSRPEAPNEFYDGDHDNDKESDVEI
TRPC6 inhibitor = mouse TRPC6 channel inhibitors, primary screen, cell-based, HEK293, membrane potential dye. ACh-evoked depolarization; stronger effect = lower value. B-score at 10 µM. 1.1% of 310,000 active. Short transient receptor potential channel 6 (Mus musculus), Q61143. AID 2553, 2010;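 active = B-score under library mean minus 3 SD, initial fluorescence not abnormally high, positive integrated signal ratio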;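 note: B-score derived from integrated fluorescence ratio over the kinetic read; more negative B-score means stronger inhibition of depolarization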
TMEM16A inh = TMEM16A chloride channel inhibitors, primary screen, cell-based, HTS. normalized B-score (activity score, 25-100; higher = stronger inhibition) at 10 µM. HEK293 TMEM16A/YFP iodide influx fluorescence, ionomycin. AID 588511, 2011. 1.2% of 310,000 active. Anoctamin-1 (Mus musculus), Q8BHY3;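 active = ratio plate-corrected score three or more library SD toward inhibition, starting fluorescence score within five deviations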;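 note: score derived from kinetic fluorescence span divided by baseline fluorescence per well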
TMEM16A act = TMEM16A chloride channel activators or potentiators, primary screen, cell-based, HTS | Anoctamin-1 (Mus musculus), Q8BHY3 | HEK293 TMEM16A/YFP-H148Q/I152L, iodide quench fluorescence; stronger effect = lower value | B-score at 10 µM | 0.3% of 340,000 active | AID 623877, 2012;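 active = fluorescence-ratio B-score plate-corrected deviation score at least 3 library SD below zero, with starting fluorescence score within 5 deviations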;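 note: channel opened by trigger with iodide after compound preincubation; score built on the fluorescence ratio of max minus min over baseline; more negative score means more quench and so TMEM16A activation or potentiation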
RGS4 act = RGS4 potentiators or activators, primary screen, cell-based, HEK293 M3R inducible RGS4, calcium flux. carbachol calcium flux Fluo4; stronger effect = lower value. B-score at 10 µM. 0.92% of 310,000 active;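 active = B-score of the integrated calcium signal more than 4 SD below the library mean, with starting fluorescence not abnormally high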;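 note: negative B-score means reduced calcium response which marks RGS4 activation or potentiation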
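Assay system: HEK293 FlpIn-TREx cells, stable M3R, doxycycline-inducible RGS4 / Probe or stimulus: carbachol, ECmax concentration / Times: overnight RGS4 induction, 30 min dye load 37 °C, 20 min compound RT / Signal: kinetic calcium fluorescence imaging with Fluo4-AM dye, 2 µM / Measure: Agonist-evoked peak-minus-minimum fluorescence over baseline, integrated ratio, B score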
MrgX1 antagonist = antagonists of human MrgX1 receptor, primary screen, HEK293 cells, Fluo-4 calcium flux. AID 588676, 2011. Mas-related G-protein coupled receptor member X1 (Homo sapiens), Q96LB2. BAM8-22 antagonism; stronger effect = lower value. 1.3% of 310,000 active. B-score at 10 µM;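 active = calcium-response B-score plate-corrected more than 3 library SD below zero, starting fluorescence within 5 deviations, no agonist response on first addition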;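 note: peak minus trough fluorescence over baseline after final BAM8-22 challenge near maximal dose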
TRPC6 act = mouse TRPC6 channel activators, primary screen, cell-based, HEK293, membrane potential dye | AID 2550, 2010 | Short transient receptor potential channel 6 (Mus musculus), Q61143 | B-score at 10 µM | HEK293-TRPC6 membrane potential dye fluorescence; stronger effect = higher value | 0.13% of 310,000 active;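 active = B-score of the integrated fluorescence ratio above library mean plus 3 SD, and starting fluorescence ratio within library mean plus 5 SD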;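 note: higher score means more depolarization so channel activation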
MrgX1 agonist = agonists of human MrgX1 receptor, primary screen, HEK293 cells, Fluo-4 calcium flux. Mas-related G-protein coupled receptor member X1 (Homo sapiens), Q96LB2. Fluo-4 calcium fluorescence, agonist mode; stronger effect = higher value. B-score at 10 µM. 0.44% of 310,000 active;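 active = calcium response B-score plate-corrected fluorescence ratio at least 3 library SD, with starting fluorescence B-score inside 5 SD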
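Assay system: stable human MrgX1 HEK293 cell line. Quantity: 15,000 cells per well. Schedule: cells plated overnight, dye loaded 0.5 h 37 °C, 0.5 h room temperature. Detection: Fluo-4 NW calcium-flux fluorescence, kinetic read. Read-out basis: peak-minus-minimum fluorescence over baseline, converted to B scores. Control set: positive and negative control wells on each plate.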
SKKanGAS inh = S. pyogenes SKKanGAS growth inhibitors in kanamycin, primary screen, streptokinase expression inhibitor project, SKKanGAS strain, BacTiter-Glo luminescence; 1.3% of 300,000 active; inhibition, % at 7.5 µM; 6 h;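 active = mean replicate score, as percent of positive control median, at least 50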;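 note: strain carries kanamycin resistance gene driven by streptokinase promoter and grows in 40 µg/ml kanamycin; loss of luminescence reflects streptokinase promoter inhibition or plain growth inhibition; 0% = median of DMSO wells and 100% = positive control at its reference dose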
RGS4 inh = RGS4 inhibitors, primary screen, cell-based, HEK293 M3R inducible RGS4, calcium flux; Regulator of G-protein signaling 4 (Homo sapiens), P49798; Fluo-4 calcium flux; stronger effect = higher value; triggered by carbachol at its EC20; B-score at 10 µM; 0.45% of 310,000 active; AID 463165, 2010;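 active = B-score, a plate-corrected calcium signal, over three deviations above library mean, with baseline fluorescence within five deviations of library mean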;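 note: RGS4 expression induced by doxycycline in cells with stable M3 receptor; B-score is computed from the integrated fluorescence ratio over baseline after carbachol; higher B-score means a larger calcium signal and so more RGS4 inhibition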
Target sequence (P49798 whole entry, looked up): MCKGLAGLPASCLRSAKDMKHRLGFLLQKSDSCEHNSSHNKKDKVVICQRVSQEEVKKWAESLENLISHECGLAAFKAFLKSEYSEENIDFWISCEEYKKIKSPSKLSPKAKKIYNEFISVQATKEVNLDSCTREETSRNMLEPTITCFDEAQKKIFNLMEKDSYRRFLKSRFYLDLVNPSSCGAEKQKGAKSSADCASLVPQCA
Numbers without * were called inactive; i = inactive; . = not tested or not shown.

Values in the order: MrgX1 allo act, HDAC3 inh, TRPC6 inhibitor, TMEM16A inh, TMEM16A act, RGS4 act, MrgX1 antagonist, TRPC6 act, MrgX1 agonist, SKKanGAS inh, RGS4 inh
[1] COc1cccc(NC(=S)N2CCc3cc(OC)c(OC)cc3C2COc2ccc3c(C)cc(=O)oc3c2)c1 (stereo not drawn)
  i, 1, i, i, i, i, i, i, i, 3, i
[2] COc1ccc(-c2cn3cccnc3n2)cc1NC(=O)c1cccs1
  i, -10, i, i, i, i, i, i, i, -6, i
[3] COc1ccc(N2C3=C(CC4=C2CCCC4=O)C(=O)CCC3)cc1
  i, 14, i, i, i, i, i, i, i, 5, i
[4] C/C(=N\OCc1cccc(C(=O)O)c1)c1ccc(Cl)cc1
  i, 0, i, i, i, i, i, i, i, 13, i
[5] O=C(NCCCn1ccnc1)c1cn(-c2ccccc2)nc1-c1ccc(F)cc1
  i, 5, i, i, i, i, i, i, i, 0, i
[6] CSc1ccccc1C(=O)NC1CCCN(c2ccc(C(F)(F)F)cn2)C1 (stereo not drawn)
  i, 1, i, i, i, i, i, i, i, -1, i
[7] C=CCn1c(/N=C/c2ccc3c(c2)OCO3)nc2ccccc21
  i, 1, i, i, i, i, i, i, i, 10, i
[8] CCNc1ccc(S(=O)(=O)N(C)C)cc1NCC(=O)Nc1ccccc1Cl
  i, -4, i, i, i, i, i, i, i, ., i
[9] O=C(NCCCN1CCOCC1)C(=O)N/N=C/c1ccccc1Cl
  i, 7, i, i, i, i, i, i, i, 0, i
[10] O=C(COc1cc2oc(=O)cc(-c3ccccc3)c2cc1Cl)NCC1CCC(C(=O)O)CC1 (stereo not drawn)
  i, 2, i, i, i, i, i, i, i, 31, i
[11] CCOc1ccc(S(=O)(=O)NCCC(=O)OCC(=O)c2ccc(NC(C)=O)cc2)cc1
  i, ., i, i, i, i, i, i, i, 1, i
[12] CC(=O)Nc1sc(-c2ccc(Cl)cc2)nc1-c1ccccc1
  i, -4, i, i, i, i, i, i, i, -1, i
[13] O=C(OCCNc1nc(-c2ccccc2)nc2ccccc12)c1ccncc1
  i, 6, i, i, i, i, i, i, i, -8, i
[14] CC(C)CCC(O)(CCC(C)C)C(=O)NN1CCCCC1
  i, -2, i, i, i, i, i, i, i, -1, i
[15] CCc1nnc(NS(=O)(=O)c2ccc(NC(=O)c3ccc(S(=O)(=O)N(CC)CC)cc3)cc2)s1
  i, 1, i, i, i, i, i, i, i, 9, i
[16] COc1ccccc1C(=O)Nc1ccc(Oc2nnc(-c3ccc(C)cc3)c3ccccc23)cc1
  i, 1, i, i, i, i, i, i, i, 30, i
[17] O=S(=O)(c1cc(Cl)ccc1Cl)N1CCNCC1
  i, -4, i, i, i, i, i, i, i, 5, i
[18] Cc1ccccc1OCCNC(=O)CNC(=O)c1ccccc1O
  i, 3, i, i, i, i, i, i, i, -18, i
[19] CCN1CCN(C(=S)Nc2ccsc2C(=O)OC)CC1
  i, 6, i, i, i, i, i, i, i, 1, i
[20] O=C(NNC(=O)C1CCN(Cc2ccccc2)CC1)c1cccc(Cl)c1
  i, 0, i, i, i, i, i, i, i, 0, i
[21] CCCN1CCC(NC(=O)CCc2nnc(-c3ccccc3)o2)CC1
  i, -1, i, i, i, i, i, i, i, 7, i
[22] CCN(C(=O)COC(=O)c1c(C)c(-c2ccccc2)nc2ccccc12)C1CCS(=O)(=O)C1 (stereo not drawn)
  i, 0, i, i, i, i, i, i, i, -7, i
[23] CCCNC(=O)C1CCN(S(=O)(=O)c2c(C)noc2/C=C\c2ccc(OC)cc2)CC1
  i, -3, i, i, i, i, i, i, i, 2, i
[24] Cc1c(NC(=O)c2cccc(F)c2)c(=O)n(-c2ccccc2)n1C
  i, -2, i, i, i, i, i, i, i, 7, i
[25] CCC1=C/C(=C\c2ccc3c(c2)OCO3)C(=O)S1
  i, -1, ., i, ., ., i, ., i, ., .
[26] Nc1c(NC=O)c(=O)n(Cc2ccccc2)c(=O)n1Cc1ccccc1
  i, 9, i, i, i, i, i, i, i, 6, i
[27] c1ccc(Oc2ccc(-c3ccn[nH]3)cc2)cc1
  i, 3, i, i, i, i, i, i, i, 12, i
[28] COc1cccc(CNc2ccc3c(c2)nc(C)n3C)c1OC
  i, -13, i, i, i, i, i, i, i, 7, i
[29] Cc1cc(C)c(NC(=O)c2cccc3c2C(=O)N(C2CCCCC2)C3)c(C)c1
  i, 0, i, i, i, i, i, i, i, 2, i
[30] Cc1cccc(-n2c(C)cc(C(=S)N3CCOCC3)c2C)c1C
  i, 4, i, i, i, i, i, i, i, 2, i
[31] Cc1ccc(NC(=O)C(NC2CCCc3ccccc32)c2ccccc2)cc1Cl (stereo not drawn)
  i, -1, i, i, i, i, i, i, i, -2, i
[32] Cc1cc2c(cc1S(=O)(=O)Nc1cccc(F)c1)n(C)c(=O)c(=O)n2C
  i, -6, i, i, i, i, i, i, i, -5, i
[33] Cc1cccc(N(C(=O)c2ccc(Cl)cc2)C2CS(=O)(=O)CC2OC(=O)c2ccc(Cl)cc2)c1 (stereo not drawn)
  i, 1, i, i, i, i, i, i, i, 5, i
[34] Cc1ccc2c(c1)C1CN(C)CCC1N2S(=O)(=O)c1ccc(Oc2ccc([N+](=O)[O-])cc2)cc1 (stereo not drawn)
  i, 2, ., i, i, ., i, ., i, ., .
[35] CCOC(=O)C(C(=O)OCC)C(Nc1cccc(Br)c1)c1ccccc1 (stereo not drawn)
  i, 12, i, i, i, i, i, i, i, -5, i
[36] CC(=O)N[C@H]1C(O)O[C@H](CO)[C@@H](O)[C@@H]1O (stereo partly drawn)
  i, 6, i, i, i, i, i, i, i, -5, i
[37] COc1ccc(CNC(=O)C(=O)NCC2CCCN2S(=O)(=O)c2cccs2)cc1 (stereo not drawn)
  i, -3, i, i, i, i, i, i, i, 4, i
[38] CCOC(=O)C1=C(CSCc2ccccc2)NC(=O)NC1c1cc(C)ccc1C (stereo not drawn)
  i, 11, i, i, i, i, i, i, i, 10, i
[39] Cc1nc2ccc(N)cc2c(=O)n1Cc1ccc(Cl)cc1
  i, -3, i, i, i, i, i, i, i, -2, i
[40] Cc1cc(C)c(S(=O)(=O)c2cccc(Br)c2C)c(Cl)n1
  i, 6, i, i, i, i, i, i, i, 9, i
[41] Cc1oc(-c2cccs2)nc1CN1CCN(C(C)C)C(CCO)C1 (stereo not drawn)
  i, -4, i, i, i, i, i, i, i, -1, i
[42] O=C1NC(=Nc2cccc(O)c2)S/C1=C\c1cccc([N+](=O)[O-])c1
  i, 5, i, i, i, i, i, i, i, 12, i
[43] Cc1cc(Br)c(S(=O)(=O)NCc2cccnc2)cc1C
  i, 2, i, i, i, i, i, i, i, 1, i
[44] CCC(=O)N1CCc2cc(S(=O)(=O)CCC(=O)O)ccc21
  i, -5, i, i, i, i, i, i, i, 0, i
[45] Cc1nnnn1/C(=C\c1ccccc1)C(=O)OCC(=O)NC1CCCCC1
  i, ., i, i, i, i, i, i, i, 6, 6.4*
[46] CC(C)CC(CO)N1CCN(C(=O)c2ccc(Cl)c(Cl)c2)CCC1=O (stereo not drawn)
  i, 2, i, i, i, i, i, i, i, 3, i
[47] CCOC(=O)c1nnn(-c2nonc2N)c1-c1ccc(Br)cc1
  i, 5, i, i, i, i, i, i, i, -15, i
[48] Cc1ccc(S(N)(=O)=O)cc1NC(=O)/C=C/c1ccc2c(c1)OCO2
  i, 0, i, i, i, i, i, i, i, 0, i
[49] CN(C)S(=O)(=O)c1ccc(NC(=O)Cn2c(-c3ccccc3)noc2=O)cc1
  i, 0, i, i, i, i, i, i, i, -2, i
[50] O=C(c1ccc2c(c1)OCO2)[C@@H]1[C@@H]2C(=O)N(C3CCCCC3)C(=O)[C@@H]2C2c3ccccc3C=CN21 (stereo partly drawn)
  ., ., i, ., i, i, ., i, ., 1, i
[51] COCCNc1nc2ccccc2nc1NS(=O)(=O)c1ccc(C)cc1C
  i, -15, i, i, i, i, i, i, i, 30, i
[52] Cc1ccc2oc(=O)c3cnn(CC(=O)N4CCCCC4C)c3c2c1 (stereo not drawn)
  i, -9, i, i, i, i, i, i, i, 1, i
[53] CCOC(=O)Nc1ccccc1N1C(=O)c2ccccc2C1=O
  i, 7, i, i, i, i, i, i, i, -2, i
[54] O=C(NCc1cccnc1)NC1(c2ccccc2)CC1
  i, 9, i, i, i, i, i, i, i, -4, i
[55] NC(=O)c1ccc(-n2nnnc2SCc2ccc(F)cc2)cc1
  i, 7, i, i, i, i, i, i, i, 0, i
[56] CC1(C)Cc2c(c(N3CCCC3)nc3sc4c(N5CCNCC5)ncnc4c23)CO1
  i, 1, i, i, ., i, i, i, i, 9, i
[57] CC(=O)Oc1ccccc1C(=O)N1CCN(S(=O)(=O)c2ccc3ccccc3c2)CC1
  i, 1, i, i, i, i, i, i, i, 13, i
[58] COc1ccccc1C(=O)NCCC(=O)NCC(c1ccccc1OC)N1CCCC1 (stereo not drawn)
  i, -3, i, i, i, i, i, i, i, 2, i
[59] CCCCNC(=O)[C@H](CSCc1ccccc1)N1Cc2ccccc2C1=O
  i, -1, i, i, i, i, i, i, i, 1, i
[60] CC(=O)c1ccc(N2CCN(C(=O)c3noc4c3CSc3ccccc3-4)CC2)cc1
  i, 4, i, i, i, i, i, i, i, 0, i
[61] Cc1cc2nnc(SCC(=O)N3CCOCC3)n2c2ccccc12
  i, -2, i, i, i, i, i, i, i, -25, i
[62] O=C(C1=C[C@@H](c2ccc(C(F)(F)F)cc2)C[C@@H](OCc2ccc(CO)cc2)O1)N1CCOCC1
  i, 1, i, i, i, i, i, i, i, -12, i

Screening data: PubChem, several laboratories
